Screening results: PubChem BioAssay, several laboratories
ABCB6 inh 2: blocks the human ABCB6 transporter | fluorescence ratio to DMSO, % at 10 µM | AID 602162 | hit rate 0.19% among 360,000 | K562-ABCB6 porphyrin accumulation, flow cytometry, 1 h; stronger effect = lower value;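 active = fluorescence ratio to DMSO below 75%, the collection mean minus 3 SD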;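 note: signal is porphyrin accumulated inside mitochondria; 100% equals median channel fluorescence of DMSO control wells; lower ratio means ABCB6 inhibition with less porphyrin fluorescence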
Target sequence (Q9NP58 whole entry, looked up): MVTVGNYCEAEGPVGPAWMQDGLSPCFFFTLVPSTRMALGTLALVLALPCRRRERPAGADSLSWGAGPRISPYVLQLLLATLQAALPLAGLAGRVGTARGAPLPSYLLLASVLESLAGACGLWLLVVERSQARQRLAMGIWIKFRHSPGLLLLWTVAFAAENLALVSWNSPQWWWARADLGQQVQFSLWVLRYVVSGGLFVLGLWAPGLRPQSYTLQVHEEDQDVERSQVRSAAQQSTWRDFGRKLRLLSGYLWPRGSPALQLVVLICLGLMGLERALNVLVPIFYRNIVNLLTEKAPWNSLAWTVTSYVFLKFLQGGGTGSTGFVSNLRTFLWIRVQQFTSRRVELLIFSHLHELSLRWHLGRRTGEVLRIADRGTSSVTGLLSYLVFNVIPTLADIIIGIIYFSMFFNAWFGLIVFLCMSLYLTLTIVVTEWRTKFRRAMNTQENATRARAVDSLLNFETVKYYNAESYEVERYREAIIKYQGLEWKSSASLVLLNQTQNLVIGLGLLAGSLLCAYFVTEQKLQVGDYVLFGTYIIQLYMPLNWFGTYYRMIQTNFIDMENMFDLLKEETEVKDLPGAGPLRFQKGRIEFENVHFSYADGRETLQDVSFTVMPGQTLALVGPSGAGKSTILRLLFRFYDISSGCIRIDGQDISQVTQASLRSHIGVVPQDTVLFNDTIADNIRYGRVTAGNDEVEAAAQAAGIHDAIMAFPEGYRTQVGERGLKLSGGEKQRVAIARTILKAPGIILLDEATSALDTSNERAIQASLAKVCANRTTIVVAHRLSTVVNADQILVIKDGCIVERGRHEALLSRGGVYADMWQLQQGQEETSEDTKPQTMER
m5-HT2A agonist: activates the mouse 5-HT2A serotonin receptor; P35363; hit rate 0.66% among 360,000; activation, % at 7.6 µM; AID 624169; CHO-K1 mHTR2A beta-arrestin complementation, luminescence; percent of 30 µM serotonin response;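 active = activation above a run cutoff, the mean activation of all tested compounds plus 3 SD, cut at about 14% in these data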;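 note: 0% = plate median of compound wells and 100% = 30 µM serotonin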
CaV13 FRET inh: Primary screen for inhibitors of IQ motif and Ca2+-dependent inactivation inhibitor domain binding in CACNA1D, Förster resonance energy transfer in living cells, … | HEK cells, CFP/YFP FRET ICDI-IQ, plate reader, 10 min; percent FRET-ratio fall versus neutral wells | inhibition, % at 12.3 µM | hit rate 0.098% among 340,000 | AID 743397;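 active = mean replicate inhibition of at least 30% and at least 1% of replicates passing that level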;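 note: 0% = median of the neutral control wells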
hiPSC survival: enhancers of human iPSC single-cell survival; hiPSC single-cell survival, ATPlite luminescence; 100% = ROCK inhibitor wells, 0% = DMSO; survival enhancement, % at 20 µM; hit rate 0.044% among 360,000; AID 602274; in the data active = survival enhancement above about 18%;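 note: cells exposed to compounds for 16 hours before the ATP read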
Glyco luc inh: N-linked glycosylation inhibition | D54 ERlucT glycosylation luciferase reporter, 24 h; percent of 100 nM tunicamycin response | reporter increase, % at 12.5 µM | hit rate 0.23% among 360,000 | AID 588692;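 active = mean luciferase reporter signal, scaled so untreated is 0 and the glycosylation-blocking control 100, at or above a set limit in every replicate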;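 note: luciferase carries N-glycosylation sites so blocking glycosylation raises the light; 0% = median of neutral control wells and 100% = median of 100 nM tunicamycin wells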
aDG glyco act: increases alpha dystroglycan glycosylation; Pro5-aDG cells, alpha-DG glycosylation AlphaScreen (IIH6); 0% Pro5, 100% B10-LARGE cell signal; activation, % at 10 µM; hit rate 0.22% among 360,000;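 active = activation of at least 8% versus controls, or a plate z-score of at least 8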;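 note: Pro5 are CHO cells carrying HIG-tagged alpha-DG that lacks glycosylation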
H9c2 protect: modulators protecting cardiomyocytes from myocardial damage | H9c2 cardiomyocytes, H2O2 injury protection, ATPLite, 2 h | AID 588492 | hit rate 0.63% among 360,000 | protection from H2O2 cell death, % at 20 µM;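 active = compounds giving at least 50% protection of heart cells from peroxide-induced death in the single-dose screen, raw or plate-pattern-corrected value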;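 note: 0% = DMSO wells with peroxide and 100% = DMSO wells without peroxide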
Vif inh: inhibitors of HIV Vif | inhibition, % at 7.49 µM | hit rate 0.35% among 340,000 | HEK293T cells, Vif self-association by quenched fluorescence, imaging, 24 h; in the data active = inhibition above about 50%, passing the limit was not always enough; note: some results filed as inactive read as strong as hits
PDI turbidity: blocks human protein disulfide isomerase activity; PDI insulin aggregation turbidity, A650, 90 min; AID 588391; hit rate 0.052% among 350,000; inhibition, % at 10 µM;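 active = mean inhibition across replicates of 30% or more, whatever share of single replicates reach that level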;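 note: absorbance from insulin aggregation driven by PDI reduction with DTT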
Granule exo inh: lytic granule exocytosis inhibition; hit rate 0.66% among 360,000; TALL-104 LAMP-1 surface exposure, flow cytometry; cells stimulated with thapsigargin and PMA; AID 651702; inhibition, % at 10 µM;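 active = inhibition above about 55%, limit read from the data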
The depositor's hits bear a star; . = no result given. Compounds as they come (roughly 3.1% active in at least one column).

canonical_smiles	ABCB6 inh 2	m5-HT2A agonist	CaV13 FRET inh	hiPSC survival	Glyco luc inh	aDG glyco act	H9c2 protect	Vif inh	PDI turbidity	Granule exo inh
Cc1nnc2ccc(-c3cccc(NS(C)(=O)=O)c3)nn12	86.0	0.8	4.0	2.0	6.2	-0.2	6.0	-3.7	-1.1	-3.6
COc1cc2c(cc1OC)CN(C(=O)CSc1nnc(C)s1)CC2	91.0	-0.7	-4.0	3.2	-0.8	0.3	5.1	-14.1	17.2	1.3
CCN(CC)C1CCN(C(=O)c2ccc3nc(Cc4ccc(OC)cc4)oc3c2)C1 (stereo unspecified)	94.0	-3.2	-2.2	0.2	-2.7	2.4	1.2	-6.6	20.6	-12.9
CCC1(C)SC(N)=NN1C(C)=O (stereo unspecified)	101.0	9.0	2.2	0.2	2.1	0.1	0.4	-5.5	-0.4	3.0
C/C(O)=C(/C=Nc1ccccc1)C(=O)Nc1ccccc1	90.0	-1.6	-7.5	-0.3	0.9	0.2	-6.4	5.1	-1.9	-0.8
CCc1nc(C)ccc1OCC(=O)O	94.0	2.9	-2.3	-0.2	0.3	-0.4	2.8	4.4	8.2	0.5
O=C(COC(=O)c1ccc(S(=O)(=O)N2CCOCC2)cc1)Nc1nc(-c2ccccc2)cs1	101.0	-2.6	.	-0.5	-0.2	6.2*	5.5	7.8	-2.7	-2.0
CC12CCC(=O)N1C(C(=O)N1CCN(c3ccc([N+](=O)[O-])cc3)CC1)CS2 (stereo unspecified)	102.0	3.2	-9.4	-1.4	0.6	0.0	14.1	-3.1	-3.1	3.4
CCOc1ccc(NC(=O)c2cccc(OC(=S)N3CCOCC3)c2)cc1	95.0	2.8	-4.5	-1.4	-2.0	0.5	-2.3	-2.6	-2.4	-1.8
COc1ccc(NC(=S)N2CCN(C)CC2)cc1	101.0	2.6	-4.9	-0.4	-1.2	0.0	1.5	2.9	-7.4	-4.3
O=C(CSc1ncn[nH]1)NCc1ccc2c(c1)OCO2	99.0	-1.8	3.4	-0.5	0.7	0.0	10.4	6.2	4.2	-3.6
CC(C)NC(=O)N1Cc2cc(C(=O)NC3CCCC3)nc(-c3cccc(-c4cccnc4)c3)c2[C@H]1CCO	91.0	0.0	-6.7	-1.0	.	-0.1	.	.	.	2.6
O=S(=O)(c1ccccc1)N(Cc1ccc(Cl)cc1)c1ccncc1	91.0	0.5	-3.3	0.3	0.2	0.0	-5.7	13.3	-1.2	-1.4
O=C(c1cc(-c2ccc(Cl)s2)nc2ccccc12)N1CCCC1	99.0	-3.7	-7.8	-0.4	1.0	0.0	3.7	-0.4	3.6	-1.3
OCCNc1nc(Nc2ccc(O)cc2)nc2ccccc12	99.0	-0.4	-17.1	-0.2	17.7	-0.2	-2.6	-1.2	-1.5	0.9
O=C(O)CCC(=O)Nc1ccccc1N1CCOCC1	109.0	-2.5	.	2.0	-2.3	0.1	1.5	12.2	3.9	-1.2
COc1cnc(-c2ccccc2)nc1OC	100.0	2.5	-4.4	0.9	-1.8	-0.1	-2.0	1.6	1.7	0.8
CC(=O)Oc1ccccc1Cn1c(C)c(C(=O)NCc2cccc([N+](=O)[O-])c2)sc1=O	96.0	0.7	-0.6	-1.9	-12.0	0.3	1.9	-7.2	11.1	22.5
COc1ccc([N+](=O)[O-])cc1NCc1ccccc1C	96.0	-1.8	.	0.5	1.8	0.1	-10.0	4.4	-2.3	0.7
O=C1NC2=C(C(=O)CCC2)C(c2ccccc2[N+](=O)[O-])N1 (stereo unspecified)	96.0	2.5	-3.0	0.0	-0.3	0.1	0.5	8.3	4.3	-1.5
O=C(c1cccc(S(=O)(=O)N2CCCCC2)c1)N1CCOCC1	106.0	-2.8	.	-1.7	0.5	0.2	-3.0	12.6	-1.7	-0.2
CCC(CC)NC(=O)c1oc2ccccc2c1COc1ccccc1	95.0	-0.8	-14.3	3.0	-3.7	0.3	-2.6	11.4	8.2	0.8
Cc1ccc(Cn2c(C(CO)Nc3nc(-c4ccc(Cl)c([N+](=O)[O-])c4)cs3)nc3ccccc32)cc1 (stereo unspecified)	94.0	-0.6	-9.3	-2.0	-3.7	0.2	-7.8	.	-5.9	-12.7
COCCNC(=O)C1(C)CCCN(C(=O)COc2ccccc2)C1 (stereo unspecified)	89.0	1.8	-3.6	1.2	1.3	0.1	-1.4	-3.4	3.6	0.3

Just Granule exo inh, Vif inh and Glyco luc inh, for some of the entries so far:
canonical_smiles,Granule exo inh,Vif inh,Glyco luc inh
C/C(O)=C(/C=Nc1ccccc1)C(=O)Nc1ccccc1,-0.8,5.1,0.9
CC(=O)Oc1ccccc1Cn1c(C)c(C(=O)NCc2cccc([N+](=O)[O-])c2)sc1=O,22.5,-7.2,-12.0
O=C(CSc1ncn[nH]1)NCc1ccc2c(c1)OCO2,-3.6,6.2,0.7
O=C(c1cccc(S(=O)(=O)N2CCCCC2)c1)N1CCOCC1,-0.2,12.6,0.5

Following part.
canonical_smiles	ABCB6 inh 2	m5-HT2A agonist	CaV13 FRET inh	hiPSC survival	Glyco luc inh	aDG glyco act	H9c2 protect	Vif inh	PDI turbidity	Granule exo inh
Cc1cc(C(=O)CN2C(=O)NC3(CCCCC3)C2=O)c(C)n1-c1ccc2c(c1)OCO2	105.0	-0.5	-3.0	7.2	-2.1	-0.2	-7.1	0.0	3.8	-2.3
Cc1ccccc1NC(=O)c1ccccc1NC(=O)c1cccs1	98.0	1.8	-2.9	0.1	-0.7	-0.1	6.5	2.4	-1.6	-10.2
O=C(CN1C(=O)NC2(CCCC2)C1=O)Nc1ccccc1C(F)(F)F	97.0	1.3	-18.7	-0.4	0.1	0.0	-3.5	19.3	-13.9	9.2
COc1ccc(C2=NN(C(=O)CSc3cn(C)c4ccccc34)C(c3ccc(OC)cc3)C2)cc1 (stereo unspecified)	97.0	-3.0	-5.6	-1.8	-9.0	-0.3	0.1	-5.2	.	5.6
COc1ccc(-c2nc(CS(=O)CC(=O)NCc3ccco3)c(C)o2)cc1 (stereo unspecified)	96.0	-0.1	-3.1	3.4	2.2	-0.1	-1.5	-4.4	.	1.1
Cc1cc(N2CCN(c3nnnn3-c3ccccc3)CC2)n2ncnc2n1	104.0	1.1	.	-0.4	3.9	-0.2	2.4	22.1	5.5	-2.0
O=C(N/N=C/c1cccc([N+](=O)[O-])c1)c1ccc2c(c1)OCCO2	94.0	-2.5	-3.6	-3.6	-6.0	-0.1	-15.5	-1.1	3.1	-0.7
CC1(C)CC(=O)C(C(=S)Nc2ccccc2)=C(NCCN2CCOCC2)C1	97.0	0.0	.	-2.7	-1.4	-0.2	-3.8	9.5	-8.6	-3.3
Cc1ccc2oc(C(=O)N(Cc3ccc(N(C)C)cc3)C3CCS(=O)(=O)C3)c(C)c2c1 (stereo unspecified)	97.0	2.5	-5.3	-0.5	-2.9	-1.0	-3.2	-2.3	-6.0	-0.2
COc1ccc(NC(=O)CSc2nnc(-c3cccs3)n2Cc2ccco2)cc1OC	93.0	1.2	-8.7	-0.4	-2.2	0.1	7.0	-4.0	2.0	-4.2
Cc1nc(CSc2n[nH]c(=O)n2-c2ccccc2)cs1	98.0	2.7	-1.8	1.1	0.3	0.0	0.6	-1.1	17.9	-3.5
CCn1nnc2cc(C(=O)N3CCC(C(=O)OC)CC3)ccc21	93.0	-0.2	-3.5	0.5	-1.5	0.1	0.4	2.0	-2.0	-1.2
Cc1ccc(S(=O)(=O)NCCSc2ccccc2)cc1[N+](=O)[O-]	105.0	-1.9	-5.6	2.1	4.1	0.3	-8.7	-8.5	-3.2	20.9
CCOc1ccc(CCN2C(=O)C(=O)N([C@@H](CC(C)C)CN3CCC[C@H]3CN3C(=O)C(=O)NC[C@@H]3Cc3ccccc3)C[C@@H]2CC(C)C)cc1	97.0	-2.2	-6.7	-0.3	.	0.0	.	.	.	12.4
COc1cc(/C(C)=N/NC(=O)Cc2c(C)[nH][nH]c2=O)ccc1O	95.0	0.9	-18.9	-1.0	3.6	-0.3	17.2	3.9	10.8	-5.7
O=C(COC(=O)c1ccc(F)c(S(=O)(=O)N2CCOCC2)c1)NCc1ccc(F)cc1	94.0	-1.3	-5.5	5.5	0.8	0.0	-1.2	-1.4	-6.3	2.3
O=c1c2cccnc2nc2n1CCCCC2	97.0	-1.3	-6.9	0.4	3.1	0.4	4.3	1.7	14.2	-2.1
COc1cccc(CNS(=O)(=O)c2c(C(=O)N3CCCC3)c(C)n(C)c2C)c1	98.0	-5.8	-4.0	-0.2	0.3	0.1	4.3	9.5	-0.8	-1.5
Cn1c2c(c(=O)n(C)c1=O)CN(Cc1ccc3c(c1)OCO3)CN2	102.0	3.4	.	-2.7	1.6	-0.1	11.1	6.9	-2.0	3.2
COc1ccc(S(=O)(=O)N2CCCC(C(=O)NCCN3CCOCC3)C2)cc1C (stereo unspecified)	94.0	0.9	-2.5	0.2	4.4	0.0	1.7	-1.9	-49.3	-15.2
Cc1cccc(-n2ncc(C#N)c2N)c1	99.0	-0.4	.	-2.1	1.1	0.2	-5.4	7.9	-5.7	0.7
Cc1ccc(NC(=O)CN(C)C(=O)c2ccc(Cl)c(S(=O)(=O)NCc3ccco3)c2)cc1	98.0	-7.8	-4.5	-0.5	0.1	-0.1	-4.6	5.6	-1.5	-4.2
Cc1ccc(S(=O)(=O)NCC(=O)NCc2cc(=O)n(C)c(=O)n2C)cc1	104.0	-1.7	-2.8	-0.4	0.7	-0.3	1.0	3.1	3.2	-4.0
Cn1cc([N+](=O)[O-])c(C(=O)N/N=C/c2cc3c(cc2Br)OCO3)n1	99.0	-2.6	-15.5	-0.3	-4.4	0.7	-1.8	-0.8	-9.6	1.7
Cc1ccc(C(=O)NC(NCC2CCCO2)C(Cl)(Cl)Cl)cc1 (stereo unspecified)	94.0	10.1	-2.9	-0.3	-2.0	1.4	-8.6	0.7	-0.8	-1.9
COc1cc(NS(=O)(=O)c2ccc(NC(=O)CN3C(=O)c4ccccc4C3=O)cc2)ncn1	108.0	2.4	-2.2	-0.5	1.3	-0.2	-2.5	-0.7	-3.7	4.2
CCN(CC)c1ccc(C2NC(=O)c3ccccc3N2)cc1 (stereo unspecified)	101.0	0.6	-2.7	-4.7	-18.3	0.6	-20.3	-5.6	-46.3	-7.0
N#C/C(=C(/O)Cc1ccccc1)P(=O)(c1ccccc1)c1ccccc1	98.0	-3.7	-3.6	-0.3	-1.0	-0.1	2.1	-3.6	17.3	5.6
CC(C)[C@H](NS(=O)(=O)c1ccc2c(c1)OCCO2)C(=O)OCC(=O)Nc1cccc(Cl)c1Cl	101.0	0.2	-5.5	0.5	1.5	-0.1	-2.5	-7.8	-0.1	-5.1
CC1(C)CC(NC(=O)c2cc(Cl)ccc2Cl)CC(C)(C)N1	114.0	-0.2	-2.8	-0.3	1.0	-0.1	1.2	0.6	-2.5	-5.3
